NLRP3 yeast inh = NALP3 inflammasome inhibitors in reconstituted yeast, primary screen, luminescence, uHTS. Yeast reconstituted NLRP3/ASC/caspase-1, beta-gal luminescence, 24 h. inhibition, % at 10 µM. 0.39% of 330,000 active. AID 2825, 2010;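 active means inhibition of 50% or more; inactive means inhibition below 50%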;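 further: plate controls were induced DMSO wells for no effect and uninduced yeast grown without galactose for full effect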
TIM10 inh = growth inhibitors of isogenic TIM10 control yeast, primary screen, counter-screen for tim10-1 yeast inhibitor project, luminescence, uHTS; S. cerevisiae TIM10 strain growth, BacTiter-Glo luminescence, 24 h; inhibition, % at 10 µM; 1.4% of 330,000 active;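 active means inhibition of 40% or more at the single tested concentration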;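 further: wild-type TIM10 isogenic control strain grown at permissive 25 °C; 0% = DMSO yeast wells and 100% = minimal medium wells without yeast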
tim23-1 inh = growth inhibitors of tim23-1 mutant yeast, primary screen, luminescence, uHTS. 1.3% of 330,000 active. inhibition, % at 20 µM. AID 463212, 2010. S. cerevisiae tim23-1 growth, BacTiter-Glo luminescence, 24 h;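 active means growth inhibition of the mutant yeast at or above 50%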;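 further: temperature-sensitive mutant grown at 25 °C; plate controls were DMSO-treated mutant yeast for no effect and medium wells lacking yeast for full effect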
NR3A LBD binder = binders of NR3A ligand-binding domain, primary screen, biophysical, differential scanning fluorimetry, uHTS. Glutamate receptor ionotropic, NMDA 3A (GRIN3A) ligand-binding domain. NR3A LBD differential scanning fluorimetry, Tm shift; 0% = protein alone, 100% = glycine-bound protein. Tm shift relative to glycine control, % at 25 µM. 2.5% of 340,000 active. AID 1259313, 2017;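 active means melting temperature shift of at least 10% of the positive control shift, at one fixed dose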
Mdm2-MdmX inh = inhibitors of human Mdm2-MdmX association, primary screen, cell-based, luminescence, split luciferase, SaOS-2, uHTS; Protein Mdm4 (Homo sapiens) + E3 ubiquitin-protein ligase Mdm2 (Homo sapiens), …; SaOS-2 split-luciferase Mdm2/MdmX complementation; inhibition, % at 8 µM; 3% of 330,000 active;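 active means inhibition of at least 50% at 8 µM in the primary screen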
Target sequence (O15151 whole entry, looked up): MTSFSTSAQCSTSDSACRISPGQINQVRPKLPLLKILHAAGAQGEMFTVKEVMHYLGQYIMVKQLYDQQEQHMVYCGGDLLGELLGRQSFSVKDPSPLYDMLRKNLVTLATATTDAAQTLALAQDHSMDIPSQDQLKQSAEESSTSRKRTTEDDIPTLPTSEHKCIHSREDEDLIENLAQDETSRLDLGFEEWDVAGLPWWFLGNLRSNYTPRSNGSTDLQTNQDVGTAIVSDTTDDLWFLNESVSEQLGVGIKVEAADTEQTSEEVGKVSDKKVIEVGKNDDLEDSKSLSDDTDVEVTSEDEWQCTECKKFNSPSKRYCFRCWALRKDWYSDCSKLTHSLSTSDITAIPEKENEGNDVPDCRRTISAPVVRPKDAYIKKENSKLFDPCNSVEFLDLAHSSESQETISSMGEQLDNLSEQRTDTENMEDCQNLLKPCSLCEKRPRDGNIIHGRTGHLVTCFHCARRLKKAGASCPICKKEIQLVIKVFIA
Target sequence (Q00987 whole entry, looked up): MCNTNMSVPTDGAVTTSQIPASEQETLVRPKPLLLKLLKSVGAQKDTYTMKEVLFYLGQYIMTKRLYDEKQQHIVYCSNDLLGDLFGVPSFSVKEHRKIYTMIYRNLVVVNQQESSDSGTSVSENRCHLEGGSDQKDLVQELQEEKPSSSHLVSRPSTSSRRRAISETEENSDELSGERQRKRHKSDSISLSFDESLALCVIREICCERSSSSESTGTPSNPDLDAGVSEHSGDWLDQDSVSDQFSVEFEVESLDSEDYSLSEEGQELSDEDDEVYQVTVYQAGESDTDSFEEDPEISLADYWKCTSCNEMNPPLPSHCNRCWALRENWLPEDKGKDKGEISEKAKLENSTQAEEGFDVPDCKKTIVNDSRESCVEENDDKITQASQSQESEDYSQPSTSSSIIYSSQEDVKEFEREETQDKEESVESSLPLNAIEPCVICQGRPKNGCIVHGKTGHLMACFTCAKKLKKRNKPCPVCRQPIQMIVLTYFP
UPR CHOP act = activators of apoptotic CHOP UPR arm, primary screen, cell-based, CHO-CHOP luciferase reporter, luminescence, uHTS | AID 449763, 2010 | 0.34% of 330,000 active | UPR activation; percent of tunicamycin response over DMSO baseline | activation, % at 10 µM;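 active means at 10 µM dose, activation of 40% or more, normalized to positive control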;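 further: 100% = tunicamycin at 10 µg/mL and 0% = DMSO alone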
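assay system = CHO CHOP reporter cells | amount = 500 CHO-CHOP cells per well | buffer or medium = F12 with 10% FBS | incubation = 16-18 h cell attachment, then 6 h compound exposure, 37 °C | detection = luminescence read with Steady-Glo | read-out = percent activation relative to tunicamycin control | controls = tunicamycin high control, DMSO low control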
tim10-1 inh = growth inhibitors of tim10-1 mutant yeast, primary screen, luminescence, uHTS | inhibition, % at 20 µM | S. cerevisiae tim10-1 ts strain growth, BacTiter-Glo, 24 h | 2.2% of 330,000 active;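 active means inhibition of at least 40%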;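 further: mutant grown at 25 °C; 0% = DMSO wells with yeast and 100% = wells holding no yeast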
UPR XBP1 act = activators of adaptive XBP1 UPR arm, primary screen, cell-based, CHO-XBP1 luciferase reporter, luminescence, uHTS | IRE1-XBP1 UPR activation; percent of tunicamycin response, DMSO as zero | activation, % at 20 µM | 0.33% of 330,000 active | AID 463104, 2010;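 active means versus positive control, 20 µM dose yields 30% or more activation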;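 further: 100% = tunicamycin at 10 µg/mL and 0% = DMSO only wells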
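Assay system: IRE1-XBP1 luciferase reporter CHO line. Input: 1000 cells/well. Buffer or medium: F12 with 10% serum. Doses: 20 µM, 1% DMSO. Times: overnight seeding at 37 °C, 6 h compound treatment at 37 °C. Technique: Steady-Glo luciferase glow luminescence, 10 min after reagent addition.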
APJ agonist = agonists of human apelin receptor APJ, primary screen, CHO-K1 cells, PathHunter beta-arrestin, luminescence; 0% DMSO wells, 100% apelin; 0.11% of 330,000 active; activation, % at 20 µM; AID 2520, 2010; P35414;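 active means activation more than six SD over the plate average, tested at 20 µM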;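 further: 0% = DMSO alone and 100% = apelin-13 at 10 nM; some results filed as inactive read as strong as hits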
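Test system: CHO-K1 APJ beta-arrestin complementation cell line | Compound: Single test compound dose, 20 µM final, 1% DMSO | Incubation: Compound 90 min 25 °C, reagent 1 h | Measured by: beta-gal luminescence | Read-out basis: APJ–arrestin association signal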
An asterisk follows results filed as active.

SMILES,NLRP3 yeast inh,TIM10 inh,tim23-1 inh,NR3A LBD binder,Mdm2-MdmX inh,UPR CHOP act,tim10-1 inh,UPR XBP1 act,APJ agonist
O=C(Nc1nc2ccccc2[nH]1)c1ccc(OC(F)F)cc1,27,24,63*,5,-35,2.0,-16,-6,2
CN(C)c1ccc(NC(=O)CSc2nc3c(c(=O)[nH]2)CCCC3)cc1,-3,6,2,0,-17,-0.1,3,1,1
CCOCCn1c(CN(Cc2ccccc2)Cc2ccccc2)nc2c1c(=O)n(C)c(=O)n2C,4,0,36,-2,23,1.7,20,2,-7
Cc1sc(NC(=O)c2cc(-c3ccccc3)nc3ccccc23)c(C(N)=O)c1C,24,22,34,17*,16,7.1,41*,2,-1
CS(=O)(=O)Oc1ccc(/C=C2\C(=N)N3N=C(CC(=O)N4CCOCC4)SC3=NC2=O)cc1Cl,4,11,2,2,5,-0.4,5,-2,0
CN(CC(=O)N1CCCC1)S(=O)(=O)c1ccc2ccccc2c1,-1,-7,13,0,20,-2.0,21,-2,1
CN1C(=O)C(C)(C)c2cc(S(=O)(=O)NCCc3ccc(Cl)cc3)ccc21,0,-3,13,3,29,3.2,11,-2,-3
OC(COc1ccc2c(c1)OCO2)CN1CCN(c2ccc(F)cc2)CC1 (stereo not drawn),16,8,7,-1,15,1.9,7,-1,0
CC(C)C(=O)Nc1cc2c3c(c1)CCC(=O)N3CCC2,4,4,2,3,14,0.8,-1,-5,-2
O=C(CCC(=O)Nc1ccccc1Cl)NNC(=O)C1CCCCC1,3,-3,5,1,18,-0.2,-2,-4,-5

Arranged by number of heavy atoms (highest first): part of the list above
SMILES,NLRP3 yeast inh,TIM10 inh,tim23-1 inh,NR3A LBD binder,Mdm2-MdmX inh,UPR CHOP act,tim10-1 inh,UPR XBP1 act,APJ agonist
CCOCCn1c(CN(Cc2ccccc2)Cc2ccccc2)nc2c1c(=O)n(C)c(=O)n2C,4,0,36,-2,23,1.7,20,2,-7
OC(COc1ccc2c(c1)OCO2)CN1CCN(c2ccc(F)cc2)CC1 (stereo not drawn),16,8,7,-1,15,1.9,7,-1,0
CN(C)c1ccc(NC(=O)CSc2nc3c(c(=O)[nH]2)CCCC3)cc1,-3,6,2,0,-17,-0.1,3,1,1

Other compounds follow:
SMILES,NLRP3 yeast inh,TIM10 inh,tim23-1 inh,NR3A LBD binder,Mdm2-MdmX inh,UPR CHOP act,tim10-1 inh,UPR XBP1 act,APJ agonist
O=C(c1nc2ncccn2n1)N1CCc2ccccc2C1,5,-5,6,-1,9,-2.4,9,-6,-2
COc1ccnc2c1c(=O)n(Cc1ccc(Cl)cc1)c(=O)n2C,14,-18,36,0,16,-0.7,27,0,-7
CCC(C)Sc1ccc(-c2nc3ccc(C)cn3c2NC2CCCCC2)cc1 (stereo not drawn),30,1,6,-8,34,4.0,19,15,-2
Cc1ccc(NC(=O)C(Cc2ccccc2)N2C(=O)C3C4CCC(C4)C3C2=O)cc1Cl (stereo not drawn),31,24,25,-1,3,-0.7,38,1,0
CCn1cc(S(=O)(=O)CC(=O)NC2CCCCC2)c2ccccc21,7,-3,1,-1,-4,-0.4,20,0,-6
COc1cc(C)c(CN2CCN(c3ncccn3)CC2)cc1C,24,4,9,-2,8,0.1,0,-5,-3
Cc1cc(C)c(-c2cc(C(=O)Nc3cc(C)ccc3C)[nH]n2)c(O)c1,-5,14,-9,2,39,0.7,-10,4,-3
COc1ccccc1NC(=O)C(=O)N(c1cccnc1)C(C(=O)NC(C)(C)C)c1ccccc1 (stereo not drawn),10,-2,5,-1,4,-0.5,-3,-2,-3
COc1cc(CN2CC(=O)N(c3ccc(C)c(C)c3)C2=S)cc(OC)c1OC,-7,16,21,-2,12,2.9,23,-2,3
O=C(c1ccccc1F)N(Cc1ccccc1)Cc1ccccc1,-31,4,37,2,-15,-1.5,3,-3,1
Cc1ccc(C(=O)Nc2ccon2)cc1S(=O)(=O)N1CCCCCC1,-4,-14,15,-2,8,1.2,21,-2,-1
Cc1ccc(/C(N)=N/OC(=O)C(C)c2ccc([N+](=O)[O-])cc2)cc1 (stereo not drawn),-9,38,42,3,-21,-0.7,46*,-2,-2
CNc1snc(C)c1C(=O)OCC(=O)c1cc(F)ccc1OC,19,1,14,-2,19,-1.4,-2,0,-1
COc1ccc(CCNC(=O)c2cc(C3CC3)nc3c2cnn3C(C)C)cc1OC,21,-3,24,0,-3,0.1,8,2,1
CC(=O)N1CCc2cc(Br)cc(S(=O)(=O)CCC(=O)N3CCN(c4ccccn4)CC3)c21,9,-13,15,0,28,-3.0,18,-3,0
CCCCn1c(=O)[nH]c(=O)c2c1nc(-c1ccc(-c3ccccc3)cc1)n2C,24,4,8,1,62*,5.5,14,22,0
NC(=O)c1cc([N+](=O)[O-])ccc1NCc1cccc2ccccc12,5,-3,17,-6,25,-0.4,7,5,4
Cc1csc(NC(CO)c2nc3ccccc3n2CCOCCO)n1 (stereo not drawn),-4,8,0,3,4,0.1,-1,2,7
COc1cc(/C=C(\C#N)c2nc3ccccc3[nH]2)c([N+](=O)[O-])cc1OCc1ccccc1,14,7,19,3,44,3.1,24,6,-1
O=C(Cn1cnc2ccccc2c1=O)Nc1nnc(C2CC2)s1,10,-11,2,1,12,0.8,5,-2,-2

Rewritten as labelled records: part of the list above.
SMILES: Cc1ccc(/C(N)=N/OC(=O)C(C)c2ccc([N+](=O)[O-])cc2)cc1 (stereo not drawn)
  NLRP3 yeast inh = -9
  TIM10 inh = 38
  tim23-1 inh = 42
  NR3A LBD binder = 3
  Mdm2-MdmX inh = -21
  UPR CHOP act = -0.7
  tim10-1 inh = 46*
  UPR XBP1 act = -2
  APJ agonist = -2

SMILES: CNc1snc(C)c1C(=O)OCC(=O)c1cc(F)ccc1OC
  NLRP3 yeast inh = 19
  TIM10 inh = 1
  tim23-1 inh = 14
  NR3A LBD binder = -2
  Mdm2-MdmX inh = 19
  UPR CHOP act = -1.4
  tim10-1 inh = -2
  UPR XBP1 act = 0
  APJ agonist = -1

(more compounds)
SMILES,NLRP3 yeast inh,TIM10 inh,tim23-1 inh,NR3A LBD binder,Mdm2-MdmX inh,UPR CHOP act,tim10-1 inh,UPR XBP1 act,APJ agonist
Cc1nc(NS(=O)(=O)c2ccccc2)sc1C(=O)N/N=C/c1ccccc1,7,-6,17,-3,2,1.9,-10,4,-6
CC(C)CC(NS(=O)(=O)c1ccc2c(c1)oc(=O)n2C)C(=O)NC1CCCc2ccccc21 (stereo not drawn),3,9,5,0,5,-1.0,11,-1,3
CCOc1ccc2oc(-c3ccccc3)c(C(=O)N(C)C)c2c1,16,3,9,0,14,-1.8,3,-1,-3
Cc1ccc2occ(/C=N/NC(=O)c3ccccc3O)c(=O)c2c1,7,12,53*,-2,81*,0.8,22,-2,0
CCOC(=O)c1cccc(NC(=O)CSc2nnc(-c3ccoc3C)n2CC)c1,-8,23,8,3,31,-2.2,21,-4,-2
Cn1c(Cn2nnc3ccccc32)nnc1SCC(=O)Nc1nccs1,1,-14,2,0,8,-1.9,7,1,-3
COc1cccc(NC(=O)CSc2nncn2N)c1,15,-2,12,3,1,1.3,0,-3,-1
COc1cccc(C(=O)Nc2cc(C)c3c(=O)oc4ccccc4c3n2)c1,24,-3,22,-1,3,2.9,28,-1,-2
CCCCCCCC(=O)Nc1cc(C(=O)NCc2ccc(C)cc2)ccc1N1CCC2(CC1)CC(c1cccc(Br)c1)=NO2,12,-5,-11,6,39,1.0,-22,-1,-1
COc1ccc(NC(=O)CN2C(=O)NC3(CCCC3)C2=O)c(OC)c1,9,17,3,-2,14,0.5,-16,-2,-2
O=C(Cn1ncc2c([nH]c3ccccc32)c1=O)Nc1cccnc1,-2,-10,15,-2,10,-1.4,1,-8,2
COc1cccc(-c2nc(-c3ccc4c(c3)NC(=O)CO4)cs2)c1,18,20,16,-2,13,7.1,18,-3,1
COc1ccc(Oc2ccc(C(F)(F)F)cc2N)cc1,19,15,12,1,16,6.1,10,5,-1
CCN(C(=O)COC(=O)c1c(-c2ccccc2)noc1C)c1c(N)n(Cc2ccccc2)c(=O)[nH]c1=O,6,15,5,15*,3,-0.9,9,-3,-3
COc1ccc(N2CCN(C(=O)c3cccc(NS(=O)(=O)c4cccc(F)c4)c3)CC2)cc1,6,-5,10,1,-10,1.8,3,-2,6
Nc1nc(=S)c2ncn([C@@H]3O[C@H](CO)[C@@H](O)[C@H]3O)c2[nH]1,13,3,7,4,27,-0.7,7,-6,6
O=C(NN1C(=O)c2ccccc2NC1c1ccco1)c1ccc(Br)cc1 (stereo not drawn),2,5,26,-1,3,-1.3,17,-2,-3
O=C(CCc1c[nH]c2ccccc12)NC(Cc1c[nH]c2ccccc12)C(=O)O (stereo not drawn),11,-2,4,-1,-23,0.1,24,-6,-5
CSc1ccc(CN2CCC(CO)(CCOc3ccccc3)CC2)cc1,33,-64,0,-3,22,2.1,-12,-4,-4
COc1cccc(C2C(C(=O)Nc3cccnc3)=C(C)Nc3nnnn32)c1OC (stereo not drawn),7,4,13,-2,16,-1.0,12,0,-3
Cc1csc(NC(=O)[C@@H]2CCCN2C(=O)c2cccs2)n1,5,3,-1,0,-20,-0.8,-5,-3,-3
O=C(Nc1ccccc1)N(Cc1cccnc1)Cc1ccco1,-13,-8,-5,2,16,1.6,-20,-3,-1
CCOC(=O)c1c(NC(=O)C(C)NCc2ccco2)sc2c1CCC(C)C2 (stereo not drawn),11,27,14,5,20,-2.0,18,-3,2
